Xi reactivation: activators of inactive X chromosome reactivation, primary screen, imaging, XiGFP fibroblasts, GFP high-content imaging, set 2 | AID 743238, 2013 | XiGFP mouse fibroblasts, % GFP-positive cells imaging, 3 d; cells co-treated with 5-aza-dC sensitizer; scaled so ellipticine positive control = 100% | activation, % at 7.58 µM | 0.055% of 360,000 active;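 active = mean normalized replicate activation at least 10% and every replicate at or above 10%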;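 also: 0% = median of on-plate neutral control wells and 100% = ellipticine 6 µM median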
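System: SV40-immortalized XiGFP fibroblast cells, line 68-5-11 / Incubation: 3-day compound exposure, then 15 min fixation at room temperature / Compound: single concentration per compound, delivered by pin transfer / Buffer or medium: DMEM plus 5-aza-dC sensitizer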
ERp5 inh: inhibitors of ERp5-driven insulin aggregation, primary screen, biochemical, turbidity, absorbance 650 nm, single point; Protein disulfide-isomerase A6 (Homo sapiens), Q15084; 90 min; inhibition, % at 9.99 µM; 0.05% of 350,000 active; AID 651711, 2012;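 active = mean replicate inhibition above about 25%, with every replicate also reaching it, limit read from the data, passing the limit was not always enough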
Target sequence (Q15084 whole entry, looked up): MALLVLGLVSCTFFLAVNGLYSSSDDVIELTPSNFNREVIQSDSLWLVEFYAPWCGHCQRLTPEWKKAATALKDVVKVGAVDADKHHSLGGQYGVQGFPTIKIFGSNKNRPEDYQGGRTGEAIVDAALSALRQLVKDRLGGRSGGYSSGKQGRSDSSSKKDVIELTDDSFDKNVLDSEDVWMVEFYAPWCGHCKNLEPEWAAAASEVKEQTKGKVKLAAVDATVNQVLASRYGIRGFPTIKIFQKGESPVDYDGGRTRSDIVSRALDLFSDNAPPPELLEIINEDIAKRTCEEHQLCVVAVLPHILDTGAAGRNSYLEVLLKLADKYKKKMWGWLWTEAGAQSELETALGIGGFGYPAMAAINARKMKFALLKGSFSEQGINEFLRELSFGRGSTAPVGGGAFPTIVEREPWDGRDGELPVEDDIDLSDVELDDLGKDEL
ARNT-TACC3 inh: disruptors of ARNT/TACC3 protein interaction, primary screen, biochemical, AlphaScreen, single concentration | inhibition, % at 9.99 µM | AlphaScreen His-ARNT PAS-B/GST-TACC3 binding, luminescence; TACC3 fragment carries E629A point mutation | Transforming acidic coiled-coil-containing protein 3 (Homo sapiens), Q9Y6A5 | 0.66% of 390,000 active;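 active = mean inhibition of replicates at least 50% and at least half of replicates each reaching 50%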;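 also: 0% = complete ARNT plus TACC3 wells and 100% = ARNT alone without TACC3; many hits fall short of the cut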
PAX8 reporter: inhibitors of PAX8-driven TPO luciferase reporter, primary screen, RMG-I cells, single concentration | inhibition, % at 12.6 µM | 1.2% of 360,000 active | SteadyGlo, 24 h;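 active = mean replicate inhibition at least 60% with every replicate also reaching 60%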;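 also: luciferase light reporting Pax8 driven TPO promoter activity; plate controls were median of neutral control wells for no effect and mitoxantrone controls for full effect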
EWS-Fli inh: EWS/Fli-driven NR0B1 reporter inhibitors, primary screen, A673 cells, NR0B1 luciferase, luminescence, MLPCN library; inhibition, % at 12.6 µM; AID 651661, 2012; 0.67% of 350,000 active; viability-normalised;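 active = mean inhibition of at least 50% after viability correction, with every replicate also passing that limit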;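 also: firefly luciferase signal divided by Alamar Blue viability fluorescence both relative to DMSO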
F508del corr: F508del CFTR correction, initial screen, CFBE line, single point; 0.36% of 350,000 active; activity (quench increase), % at 7.58 µM; CFBE cells, YFP halide quenching; stimulated with forskolin plus potentiator P3; % fluorescence drop versus neutral controls; AID 720511, 2013;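 active = mean added fluorescence quench of at least 8% versus neutral control, with both replicates also reaching 8%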;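 also: cells transiently co-express mutant CFTR-F508del with the halide-sensitive YFP; corrector assay measuring rescue of mutant channel to the surface after 24 h compound exposure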
DENV2 CPE rescue: inhibitors of DENV2 cytopathic effect, primary screen, cell-based, plate reader, single concentration. DENV2-infected cells, cytopathic effect rescue. CPE inhibition, % at 9.99 µM. 1.7% of 350,000 active; in the data active = CPE inhibition above about 20%, passing the limit was not always enough; tested in BHK-21 cells;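 also: 0% = median of neutral control wells and 100% = median of positive control wells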
INS-1E GSIS act: GLuc luminescence reporter in INS-1E cells, primary screen for activators of glucose-dependent secretion of insulin. INS-1E GLuc reporter insulin secretion, 2-3 h. activation, % at 16.6 µM. 0.61% of 370,000 active;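 active = lowest replicate activation of at least 40%, so every replicate reaches that level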;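 also: 0% = median of neutral control wells and 100% = median of IBMX positive control wells; some compounds called inactive have numbers as strong as hits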
The depositor's hits bear a star; x = no result given; & = joins results of further samples.

SMILES	Xi reactivation	ERp5 inh	ARNT-TACC3 inh	PAX8 reporter	EWS-Fli inh	F508del corr	DENV2 CPE rescue	INS-1E GSIS act
Cc1nonc1CC(=O)N1CCc2c([nH]c3ccccc23)C1c1ccccc1F (configuration not stated)	0.3	1	-9	28	9	0.7	x	-35
CCS(=O)(=O)N1CC2(CN(C(=O)c3ccc(F)cc3)[C@H](CO)c3[nH]c4cc(OC)ccc4c32)C1	0.0	x	x	x	6	2.9	3	-1
CCOC(=O)C1CCN(C(=O)c2ccc(N(C)S(=O)(=O)c3ccc(OC)cc3)cc2)CC1	0.0	-4	-6	24	7	-0.3	-4	-9
O=C(NCc1ccccc1)[C@H]1CCCN1C(=O)[C@H]1CCCN1C(=O)c1ccccc1	0.1	-8	x	-2	6	1.2	10	x
O=C(NCc1cccnc1)c1ccc(NC(=O)c2ccc(Br)cc2)cc1	0.5	-1	x	1	-5	2.4	16	11
Cn1c(SCC2CCCO2)nnc1-c1cccc([N+](=O)[O-])c1 (configuration not stated)	0.0	-6	-6	9	-2	0.8	5	21
O=C(CN1CCN(S(=O)(=O)c2cc(Br)ccc2Br)CC1)NCc1ccccc1Cl	0.0	0	x	9	12	-0.6	0	-24
O=C(COc1ccc2ccccc2c1)Nc1ccc2c3c(cccc13)CC2	0.2	5	x	12	-3	-0.5	8	0
CC(C)NC(=O)Nc1cccc2c1O[C@H](CN(C)S(=O)(=O)c1ccc(F)cc1)[C@@H](C)CN([C@@H](C)CO)C2=O	0.0	1	-4	2	4	2.6	6	1
O=C(/C=C/c1ccc(O)c(O)c1)OCCc1ccccc1	-0.1	-7	-5	-14	41	2.2	7	21
O=C(NC1CCCCCC1)c1ccc(Br)o1	0.3	0	x	-25	-32	0.1	-7	5
N#CCCN(Cc1ccccc1)C(C(=O)NC1CCCCC1)c1cc2ccccc2o1 (configuration not stated)	x	-2	x	24	29	1.8	-10	-11
NC(=O)C1(N2CCCCC2)CCN(CC(=O)Nc2cc(Cl)ccc2Cl)CC1	x	4	-8	x	-1	-2.7	x	-10
CN(C)S(=O)(=O)c1ccc2c(c1)nc(CCC(=O)NCC(=O)Nc1ccc(F)c(F)c1F)n2C	0.4	6	x	11	1	-2.3	5	x
COc1ccc(-c2csc(C(O)c3ccc(F)cc3)n2)cc1 (configuration not stated)	0.0	-3	x	-125	-81	-1.4	-13	-9
O=C(CN1CCOCC1)NC[C@@H]1N[C@@H](CO)[C@@H]1c1ccc(-c2ccccc2)cc1	0.3	0	-7	16	-5	0.4	30*	5
Cc1ccc(S(=O)(=O)N2CCC(C(=O)C3C(=O)CC(C)(C)CC3=O)CC2)cc1	0.1	5	20	-5	4	-3.2	6	2
COc1ccccc1NC(=O)N(C)C[C@H]1OCc2cn(nn2)CCCC(=O)N([C@H](C)CO)C[C@H]1C	-0.4	x	x	-5	-6	1.7	x	-6
C=CC[C@@H](CC(=O)N[C@@H](CO)Cc1ccccc1)C(=O)N[C@H](COC(=O)[C@H](CC=C)CC(=O)OC(C)(C)C)Cc1c[nH]c2ccccc12	-0.5	10	-2	57	7	0.1	3	-13
Nc1nc(-c2ccc(NC(=O)c3ccco3)cc2)cs1	0.1	1	1	-16	6	0.8	0	x
CCC1NC(=O)c2cc3ccccc3cc2-n2c1nc1cc(F)ccc1c2=O (configuration not stated)	0.0	1	x	2	-3	0.8	-10	x
COc1ccc(CNC(=O)c2ccc3c(c2)N(C)CCS3)cc1	0.4	0	1	-11	-18	-6.7	0	15
Cc1cccc(CCNC(=O)CCNS(=O)(=O)c2cc(Br)cnc2N)c1	0.0	1	-3	-13	-1	-2.1	6	-14
CCOc1cc(/C=N/NC(=O)c2ccc3c(c2)OCCO3)cc(Br)c1O	0.0	0	-4	-22	-10	-1.3	11	0
Cc1ccn(CC(=O)NC2CCCN(Cc3ccc(CC(C)C)cc3)C2)n1 (configuration not stated)	0.1	-3	-3	x	26	2.8	0	-6
C[C@@H]1CCCCO[C@@H](CN(C)C(=O)Nc2ccccc2)[C@H](C)CN([C@H](C)CO)C(=O)c2cc(NC(=O)CCC(F)(F)F)ccc2O1	0.2	-4	-7	15	7	-0.2	-5	-14
COC(=O)c1ccc([C@@H]2C=C(C(=O)N3CCN(Cc4ccc5c(c4)OCO5)CC3)O[C@H](OCc3ccc(CO)cc3)C2)cc1	x	2	9	x	11	2.2	1	x
Cc1ccc(S(=O)(=O)N(C)C)cc1NC(=O)c1cc(-c2ccncc2)nc2ccccc12	0.0	3	-8	-4	-5	1.9	-5	0
O=C1CCCc2oc3ccc(NS(=O)(=O)c4cccc5cccnc45)cc3c21	0.1	-1	-9	17	-21	-2.2	-2	2
CC1CCCCN1C(=O)CSc1nc2ccccc2[nH]1 (configuration not stated)	0.0	-5	-6	-35	-12	x	-4	-1

Reprinted at random: five compounds from above.
SMILES	Xi reactivation	ERp5 inh	ARNT-TACC3 inh	PAX8 reporter	EWS-Fli inh	F508del corr	DENV2 CPE rescue	INS-1E GSIS act
CC1CCCCN1C(=O)CSc1nc2ccccc2[nH]1 (configuration not stated)	0.0	-5	-6	-35	-12	x	-4	-1
COC(=O)c1ccc([C@@H]2C=C(C(=O)N3CCN(Cc4ccc5c(c4)OCO5)CC3)O[C@H](OCc3ccc(CO)cc3)C2)cc1	x	2	9	x	11	2.2	1	x
O=C1CCCc2oc3ccc(NS(=O)(=O)c4cccc5cccnc45)cc3c21	0.1	-1	-9	17	-21	-2.2	-2	2
CCC1NC(=O)c2cc3ccccc3cc2-n2c1nc1cc(F)ccc1c2=O (configuration not stated)	0.0	1	x	2	-3	0.8	-10	x
Cc1ccn(CC(=O)NC2CCCN(Cc3ccc(CC(C)C)cc3)C2)n1 (configuration not stated)	0.1	-3	-3	x	26	2.8	0	-6

New compounds follow
SMILES	Xi reactivation	ERp5 inh	ARNT-TACC3 inh	PAX8 reporter	EWS-Fli inh	F508del corr	DENV2 CPE rescue	INS-1E GSIS act
CCCNC(=O)C[C@@H]1CC[C@H]2[C@@H](COc3ccc(NC(=O)c4cccc(F)c4)cc3C(=O)N2C)O1	0.2	4	-6	-13	-20	2.1	-6	-1
C[C@]1(CO)CCC[C@@]2(C)C1CC[C@@H](CO)[C@@H]2CCc1ccoc1 (some centres not stated)	0.0	2	-2	-10	-76	-1.4	8	-9
Cc1cccnc1C1=NOC(Cc2ccccc2)C(=O)N1Cc1ccc2c(c1)OCO2 (configuration not stated)	0.0	-2	x	2	1	-3.8	4	-20
CCC(=O)N(C)C[C@@H]1Oc2ncc(C#CCC(C)C)cc2C(=O)N([C@H](C)CO)C[C@@H]1C	0.2	12	-8	x	-2	-1.6	10	10
C[C@@H]1CN([C@@H](C)CO)C(=O)c2cccc(NS(=O)(=O)c3cccs3)c2O[C@@H]1CN(C)S(C)(=O)=O	0.2	0	0	x	-1	1.3	5	6
CC(=O)N1CCc2cc(N=NC3=C(O)CC(C)(C)CC3=O)ccc21	0.1	-7	3	-150	-42	-2.5	-2	-5
COc1ccc(C2=NS(=O)(=O)N(C)C(C(=O)N3CCC(C)CC3)=C2)cc1	-0.3	-13	-7	-5	7	3.4	6	-16
CC1CN(C=O)CC(C)N1CCN1C(C)CN(C=O)CC1C (configuration not stated)	0.1	5	-2	x	-3	0.6	5	17
COCC(=O)N[C@H]1CC[C@H](CC(=O)N2CCCCC2)O[C@H]1CO	0.0	-2	x	-1	-5	4.0	-2	-5
Fc1ccc(-c2nc3c(Cl)cc(C(F)(F)F)cn3c2Cc2cccc(Cl)c2)cc1	0.0	-1	x	21	10	1.2	-5	-29
COc1ccc(C(O)c2nc(-c3cnc4ccccc4c3)cs2)cc1 (configuration not stated)	0.3	6	x	-122	-34	0.1	-10	1
COc1ccc2c(c1)c(C(C)=O)c(C)n2CCc1ccccc1	0.0	-1	5	-4	6	0.2	-7	-41
O=C(Cc1ccccc1)N1CC(=O)N2[C@H](C1)[C@H](c1ccc(-c3cccc(F)c3)cc1)[C@@H]2CO	0.0	5	x	-2	7	-0.1	8	-14
COCc1c(C(=O)N/N=C/c2ccncc2)nnn1-c1nonc1N	0.0	2	-11	-11	4	1.9	-3	-5
Cn1ncc([N+](=O)[O-])c1C(=O)n1nnc2ccccc21	1.4	-5	-3	13	-4	0.4	-4	-1
C[C@H]1CN([C@@H](C)CO)C(=O)c2cccc(NS(=O)(=O)c3ccccc3)c2O[C@H]1CN(C)C	-0.7	-4	-3	-1	-11	1.4	3	11
C/C(=N\NC(=O)CCc1ccc(S(=O)(=O)N2CCOCC2)cc1)c1ccc(OC(F)F)cc1	0.0	4	-2	4	-6	2.5	1	12
CCOc1cc(-c2nc(C)c(C(C)=O)n2O)ccc1OCC(=O)Nc1cccc(C)c1	0.2	5	5	-1	15	1.6	11	-6
O=C1c2ccccc2[C@@H]2CC(O)C(O)CCN12 (some centres not stated)	0.1	0	-8	-7	-17	4.0	-3	x
O=C(Nc1ccc(C(F)(F)F)cn1)Nc1cccs1	0.0	2	-8	-37	-40	-0.8	-5	-2
C[C@@H]1CN([C@H](C)CO)S(=O)(=O)c2ccc(Br)cc2O[C@H]1CN(C)S(=O)(=O)c1ccccc1	-0.1	-4	3	x	4	-1.3	-5	-16
CC(=O)OCCNc1nc(-c2ccccc2)nc2ccccc12	0.2	4	-1	8	-2	-0.7	-3	4
C[C@@H]1CCCCO[C@H](CN(C)S(=O)(=O)c2ccc(F)cc2)[C@H](C)CN([C@H](C)CO)C(=O)c2cc(NC(=O)NC3CCCCC3)ccc2O1	0.3	-11	12	38	9	-5.2	-12	-31
O=C(c1cccc(C(F)(F)F)c1)c1c[nH]c(C(=O)NCC2CCCO2)c1 (configuration not stated)	0.0	-4	-8	-16	1	-3.1	-1	-11
CN(C)C(=O)C[C@H]1CC[C@@H]2[C@@H](COc3ccc(NC(=O)C4CCCC4)cc3C(=O)N2C)O1	0.0	0	x	x	2	0.6	6	4
COc1ccc(C2C3=C(CCCC3=O)Nc3n[nH]c(C)c32)cc1OC (configuration not stated)	0.5	3	-8	10	-1	-2.2	x	0
CCC(=O)N1CC[C@@H]2[C@H]1c1cc(-c3cccc(C#N)c3)ccc1N[C@@H]2CO	0.1	x	13	16	-4	1.2	-3	13
CSCCC(NC(=O)c1ccccc1)C(=O)N/N=C(\C)c1ccccc1 (configuration not stated)	0.0	-5	-7	12	-6	0.2	-5	-3
CC(C)C(NC(=O)c1ccc(Br)cc1)C(=O)NC1=NCCS1 (configuration not stated)	0.0	-4	-3	6	9	3.1	0	-8
C/C=C/c1cnc2c(c1)C(=O)N([C@@H](C)CO)C[C@H](C)[C@H](CN(C)Cc1ccc(F)cc1)O2	-0.5	4	x	0	-1	-0.7	0	-22
CN1CCN(C(=O)C2=C[C@@H](c3csc4ccccc34)C[C@@H](OCCCCO)O2)CC1	0.0	0&2	-9&-1	-7&1	-9&-5	-1.2&-2.8	-4&-8	3
C[C@@H]1CN([C@H](C)CO)S(=O)(=O)c2ccc(-c3cccc(C#N)c3)cc2O[C@H]1CN(C)C(=O)c1ccccc1	0.0	-2	3	13	7	-1.7	-5	-20
CN(C[C@@H]1[C@@H](c2ccccc2)[C@@H](CO)N1Cc1ccccn1)S(C)(=O)=O	0.3	0	7	-19	6	0.5	-9	5
O=C1c2ccsc2SCCN1Cc1ccc(F)cc1	0.1	3	9	15	5	2.7	-5	-5
CSc1cccc(NCc2ccc([N+](=O)[O-])cc2)c1	0.2	0	7	10	-5	-0.1	-2	13
